Assay outcomes from PubChem.
CHRM5 antagonist – human M5 muscarinic receptor antagonists, primary screen, CHO cells, Fluo-8 calcium fluorescence; Muscarinic acetylcholine receptor M5 (Homo sapiens), P08912; CHO-hM5 cells, ACh EC80; inhibition, % at 3 µM; actives 0.59% (n = 360,000);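 active = inhibition above a per-plate cutoff, the mean of that plate's test compounds plus 3 SD, cut at about 27% in these data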;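 note: 0% = acetylcholine EC80 with DMSO and 100% = DMSO without agonist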
Target sequence (P08912 whole entry, looked up): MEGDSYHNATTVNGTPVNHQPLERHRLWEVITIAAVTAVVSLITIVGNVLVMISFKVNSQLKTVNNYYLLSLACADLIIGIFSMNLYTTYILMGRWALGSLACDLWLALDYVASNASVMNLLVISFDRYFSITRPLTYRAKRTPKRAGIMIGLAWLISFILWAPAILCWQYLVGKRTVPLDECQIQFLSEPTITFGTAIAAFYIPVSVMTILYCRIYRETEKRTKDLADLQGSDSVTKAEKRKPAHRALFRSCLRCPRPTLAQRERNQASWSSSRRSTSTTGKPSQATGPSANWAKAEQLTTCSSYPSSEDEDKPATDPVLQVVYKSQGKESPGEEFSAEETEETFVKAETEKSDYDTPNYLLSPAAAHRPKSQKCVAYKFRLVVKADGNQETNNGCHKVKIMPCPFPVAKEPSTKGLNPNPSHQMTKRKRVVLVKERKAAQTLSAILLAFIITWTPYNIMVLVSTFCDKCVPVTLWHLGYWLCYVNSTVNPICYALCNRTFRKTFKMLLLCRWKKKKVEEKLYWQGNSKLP
CRFBP-R2 block – antagonists of CRF-BP/CRF-R2 complex, primary screen, cell-based, HEK293, calcium dye fluorescence, uHTS; CRF-induced calcium fluorescence; inhibition, % at 11.8 µM; actives 0.59% (n = 350,000); AID 588475, 2011;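 active = inhibition of the ligand-induced calcium signal above about 50% at the single tested concentration, limit read from the data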
CHRM4 agonist – human M4 muscarinic receptor agonists, primary screen, CHO-K1 cells, Fluo-8 calcium fluorescence | activation, % at 3 µM | AID 624127, 2012 | CHO-K1 hM4/Gqi5; vehicle 0%, full acetylcholine response 100% | actives 0.14% (n = 360,000) | Muscarinic acetylcholine receptor M4 (Homo sapiens), P08173;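 active = activation above the run mean over all test wells plus 3 SD, cut at about 32% in these data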;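 note: peak over basal fluorescence ratio per well then scaled between controls; 0% = DMSO wells and 100% = acetylcholine at EC100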
Target sequence (P08173 whole entry, looked up): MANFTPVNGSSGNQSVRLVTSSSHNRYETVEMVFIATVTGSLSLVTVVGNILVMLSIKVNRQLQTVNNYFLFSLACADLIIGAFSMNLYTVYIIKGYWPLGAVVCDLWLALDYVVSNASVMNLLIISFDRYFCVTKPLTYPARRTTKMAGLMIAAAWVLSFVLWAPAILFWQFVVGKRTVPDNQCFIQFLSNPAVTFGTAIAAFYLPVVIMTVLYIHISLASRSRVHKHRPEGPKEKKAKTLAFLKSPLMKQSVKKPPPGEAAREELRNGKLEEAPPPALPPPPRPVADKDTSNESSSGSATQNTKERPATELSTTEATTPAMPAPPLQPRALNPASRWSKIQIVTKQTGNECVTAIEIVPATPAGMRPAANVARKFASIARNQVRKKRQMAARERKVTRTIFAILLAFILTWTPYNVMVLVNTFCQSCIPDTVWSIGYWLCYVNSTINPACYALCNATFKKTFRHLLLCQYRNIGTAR
CRFR2-BP ag – agonists of CRF-BP/CRF-R2 complex, primary screen, cell-based, HEK293, calcium dye fluorescence, uHTS; calcium dye fluorescence (FLIPR); percent of saturating CRF peptide response; activation, % at 13.2 µM; actives 0.46% (n = 350,000); AID 588473, 2011;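 active = activation of at least 50%, plus an integration ratio under a set limit after plate pattern correction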;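 note: plate controls were neutral control wells without compound for no effect and CRF at EC100 for full effect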
M1 PAM – human M1 muscarinic receptor positive allosteric modulators, primary screen, CHO-K1 cells, Fluo-8 calcium fluorescence, 1536-well; CHO-K1 hM1, ACh EC20; 0% = ACh EC20, 100% = maximal ACh; activation, % at 3 µM; actives 0.088% (n = 360,000); AID 588819, 2011; in the data active = activation above about 19%, passing the limit was not always enough
CHRM4 antagonist – human M4 muscarinic receptor antagonists, primary screen, CHO cells, Fluo-8 calcium fluorescence; CHO-hM4 cells, ACh EC80; inhibition, % at 3 µM; actives 0.73% (n = 360,000); AID 624125, 2012;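 active = inhibition above its plate's cutoff, the mean inhibition of sample wells plus 3 SD, cut at about 27% in these data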;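 note: 0% = acetylcholine EC80 with DMSO and 100% = DMSO without agonist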
M5 PAM – human M5 muscarinic receptor positive allosteric modulators, primary screen, CHO-K1 cells, Fluo-8 calcium fluorescence. Muscarinic acetylcholine receptor M5 (Homo sapiens), P08912. CHO-K1 hM5, ACh EC20 PAM; 0% = ACh EC20, 100% = ACh EC100. activation, % at 3 µM. actives 0.3% (n = 360,000);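 active = activation above the run cutoff, the mean activation of all test compounds plus 3 SD, cut at about 18% in these data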
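System – CHO-K1 hM5 cells · Compound – 3 µM, single dose · Incubation – compound preincubation 140 s before EC20 acetylcholine addition · Technique – Fluo-8 calcium fluorescence · Measure – Max/basal fluorescence ratio as % of EC20–EC100 ACh window · Benchmarks – low control EC20 acetylcholine (0%), high control EC100 acetylcholine (100%) · Replication – singlicate, one well per test compound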
CHRM5 agonist – human M5 muscarinic receptor agonists, primary screen, CHO-K1 cells, Fluo-8 calcium fluorescence; CHO-K1 hM5 cells; 0% DMSO wells, 100% maximal acetylcholine response; Muscarinic acetylcholine receptor M5 (Homo sapiens), P08912; activation, % at 3 µM; actives 0.19% (n = 360,000);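 active = activation above the run's mean over test compounds plus 3 SD, cut at about 23% in these data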;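 note: signal is peak over basal fluorescence ratio across the kinetic read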
CHRM4 PAM – human M4 muscarinic receptor positive allosteric modulators, primary screen, CHO-K1 cells, Fluo-8 calcium fluorescence; Muscarinic acetylcholine receptor M4 (Homo sapiens), P08173; CHO-K1 hM4/Gqi5, ACh EC20; 0% = ACh EC20, 100% = maximal ACh; activation, % at 3 µM; actives 0.4% (n = 360,000); AID 624126, 2012;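 active = activation above its plate's cutoff, the mean activation of sample wells plus 3 SD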; note: some results filed as inactive read as strong as hits
Numbers without * were called inactive; nt = not tested or not shown; & = joins results of further samples. Rows are unselected. Share with any hit: about 2.6%.

Each structure is followed by: CHRM5 antagonist	CRFBP-R2 block	CHRM4 agonist	CRFR2-BP ag	M1 PAM	CHRM4 antagonist	M5 PAM	CHRM5 agonist	CHRM4 PAM
CC(=O)c1c(C(C)=O)c(C)n(C(c2ccccc2)c2ccccc2)c1C
  -2	15	0	-1.5	-5	6	3	-4	9
C/C(=N\OCC(=O)NCC(F)(F)F)c1cc2ccccc2o1
  10	24	3	-4.9	1	-3	-8	-3	0
Nc1cc(Cl)ccc1C(=O)OCC(=O)NC1CCCCCCC1
  -5	-11	0	0.3	9	-9	-3	1	11
COC(=O)c1ccc2nccnc2c1
  -5	-3	1	-1.2	-5	-3	6	2	4
Cn1c(N)c(C(=O)COc2ccc(C#N)cc2)c(=O)n(C)c1=O
  3	6	0	-1.0	2	-4	6	1	3
Cc1ccc(NC(=S)NCc2ccc3[nH]c4c(c3c2)CCCC4)cc1
  5	-17	1	2.6	11	4	-8	-2	-7
COc1ccccc1NC(=O)c1ccc2snnc2c1
  -7	5	1	-1.1	3	2	-1	0	2
CCN(CC)CCCNC(=O)c1ccc(S(=O)(=O)Nc2ccc(C)c(C)c2)cc1
  10	-19	1	3.2	-5	0	-1	-8	4
Cn1c(SCC(=O)Nc2ccccc2[N+](=O)[O-])nnc1C(F)(F)F
  4	-6	2	-0.4	6	-4	4	-4	2
C/C(=N\NC(=O)c1ccncc1)c1cc2ccccc2o1
  -7	9	1	-1.0	-8	-2	-6	0	-2
COc1ccc(CNC(=O)C(=O)c2cn(CC(=O)N3CCOCC3)c3ccccc23)cc1
  -7	5	3	0.2	0	-8	6	2	-3
CCOc1ccc(C(=O)Oc2cc(C)[nH]c(=O)c2[N+](=O)[O-])cc1
  7	3	0	0.1	-4	9	-5	1	-9
CC(C)(C)C(=O)N1CCC(O)(CS(=O)(=O)c2ccc(Cl)c(Cl)c2)CC1
  4	-6	2	11	9	-3	0	3	-3
CCOC(=O)C1CCN(c2ncnc3c2oc2ccc(Br)cc23)CC1
  -4	-44	6	-1.6	-3	4	-8	-1	-9
COc1cccc(/C=C/C(=O)OCC(=O)Nc2ccc(Cl)c(S(=O)(=O)N(C)C)c2)c1
  12	1	16	0.0	-8	14	-15	1	-7
COc1ccccc1-c1cc(C(=O)N/N=C\c2cnn(C)c2C)c2ccccc2n1
  -2	-5	5	-1.2	-3	3	-6	0	-14
CCN1CCN(Cc2ccc(OCc3ccccc3)c(OC)c2)CC1
  5	-10	1	0.1	1	16	0	-4	-8
CCN(CC)CC(O)CN1C(=O)NC(C)(C)C1=O (stereo not given)
  -3	-9	2	1.7	4	-9	-8	-5	2
O=C(CCC(=O)N1CCOc2ccccc21)Nc1cc(F)ccc1F
  1	-3	2	-2.0	-1	-15	-1	2	11
Cc1cccc(OCC(=O)NCC(=O)N/N=C/c2ccc(N(C)C)cc2)c1
  7	10	1	-1.7	11	-8	-1	-2	2
CCNc1nc(N)nc(-c2cc(Cl)ccc2OC)n1
  3	18	0	-4.9	-6	-2	-5	-3	2
Cc1cc(OCC(=O)Nc2nnc(C3CC3)s2)ccc1[N+](=O)[O-]
  6	0	2	-0.5	1	-16	3	0	12
COc1ccc(C(=O)Nc2sc(C)c(C)c2CN2CC(C)OC(C)C2)cc1 (stereo not given)
  -1	-22	1	-1.5	-2	-11	5	-1	4
CCCNC(=O)C(Cc1ccc(Br)cc1)NC(=O)c1ccc(C#N)cc1 (stereo not given)
  3	5	2	-0.1	8	0	-3	5	13
CCOc1ccc(N2CC(C(=O)NC3CCCC3)CC2=O)cc1 (stereo not given)
  0	8	1	0.5	5	-8	-3	-3	2
NS(=O)(=O)c1ccc(CCNC(=O)c2ccc([N+](=O)[O-])s2)cc1
  15	6	0	0.2	0	13	-7	-2	-6
CC(C)C(C(=O)Nc1ccc(S(N)(=O)=O)cc1)N1C(=O)c2ccccc2C1=O (stereo not given)
  7	-17	2	-1.4	13	8	-4	1	-7
CCC(C)c1ccc(S(=O)(=O)N2CC(=O)Nc3ccccc32)cc1 (stereo not given)
  0	-18	2	0.1	6	1	-3	-1	-2
O=C(O)c1ccc2nnn(O)c2c1
  10	18	0	-1.1	10	-8	-2	-5	7
COc1ccc(C(CNc2ccc(S(=O)(=O)N3CCN(C)CC3)cc2[N+](=O)[O-])N(C)C)cc1 (stereo not given)
  -5	0	1	-1.0	4	-7	5	-3	10

Individual results from above.
For M5 PAM, `Cc1cc(OCC(=O)Nc2nnc(C3CC3)s2)ccc1[N+](=O)[O-]` reads 3
For CHRM5 antagonist, `NS(=O)(=O)c1ccc(CCNC(=O)c2ccc([N+](=O)[O-])s2)cc1` reads 15

Following part
Each structure is followed by: CHRM5 antagonist	CRFBP-R2 block	CHRM4 agonist	CRFR2-BP ag	M1 PAM	CHRM4 antagonist	M5 PAM	CHRM5 agonist	CHRM4 PAM
CCC(=O)Nc1ccc(-c2nnc(SCc3ccc(C(=O)Nc4nccs4)cc3)n2CC)cc1
  3	-3	7	4.0	-2	11	-9	-1	-16
O=C(COC(=O)c1cc(Br)ccc1O)NNC(=O)c1ccc([N+](=O)[O-])cc1
  0	13	4	-3.9	3	-30	-5	-3	-5
c1ccc(Nc2ccc3c4c(cccc24)CC3)cc1
  37*	-5	27	0.3	-10	33*	-10	27*	-19
O=S1(=O)N=C(N/N=C/c2ccc(Br)o2)c2ccccc21
  7	7	6	-1.1	6	-6	-5	-5	4
COc1ccc([C@H]2C[C@H](n3cc(-c4ccc(F)cc4)nn3)[C@@H](O)CN2C(=O)C2CCCCC2)cc1
  8	-13	8	-1.1	-3	-20	-5	0	-1
COc1ccc(NC(=O)Nc2cc(C)cc(C)c2)cn1
  16	8	5	2.6	4	4	-10	0	-2
COC(=O)c1ccccc1OC(=O)c1cccnc1
  3	-4	0	1.5	1	5	3	1	0
Cc1ccccc1CN1CCc2cc([N+](=O)[O-])ccc21
  1	-8	1	-2.3	7	-10	-7	-4	-10
Cc1ccc(S(=O)(=O)NC(C)C(=O)NC2CC2)cc1 (stereo not given)
  -2	-11	0	-0.5	2	-10	6	-3	7
O=C(NC1CCCCC1)C(c1ccccc1)n1c(=O)c(-c2cc3ccccc3[nH]2)nc2ccccc21 (stereo not given)
  3	nt	0	nt	nt	-4	0	3	11
O=C(O)/C(=C1/OC(=O)c2ccccc21)c1ccccc1
  1	-1	0	0.0	9	8	2	-2	-3
Cc1ccc(C(=O)CSc2nnc(CNc3nc(-c4ccccc4)cs3)n2C)cc1
  7	-14	2	2.2	-8	2	-3	-3	-3
COc1ccc(NC(=O)CSc2nnc(CNc3ccc(C)cc3)n2C)cc1
  -4	2	0	-1.1	9	-6	7	1	-1
O=c1c2c(nc3cc(-c4ccc(Cl)cc4)[nH]n13)CCS2
  -7	25	1	-1.9	13	1	8	1	5
Cc1ccc(NC(=S)NCCc2ccccc2)c(C)c1
  -2	12	-1	-2.1	4	8	3	-7	-4
COCCCNc1nc2c(c(=O)n(Cc3ccc(OC)cc3)c(=O)n2C)n1C
  1	14	3	0.4	12	8	-1	1	-4
CCn1c2ccccc2c2cc(CNCCCN3CCOCC3)ccc21
  -2	2	3	-1.4	2	6	7	-6	-1
CCCCOCP(=O)(CC)COCCCC
  -2	4	0	-0.4	6	6	0	1	2
CCc1nn(CC(=O)NCCCN2CCOCC2)c(=O)c2cc3c(OC)cccc3n12
  6	18	-1	0.8	24	0	6	-2	4
O=C(N=Nc1c(O)n(C2OC(=O)c3ccccc32)c2ccccc12)c1ccc(O)cc1 (stereo not given)
  -4	5	0	-0.9	9	-4	4	2	15
CC(=O)Nc1cccc(NC(=O)CSc2ncc(-c3ccccc3)[nH]2)c1
  8	4	1	1.1	2	7	-5	1	0
O=C(NCc1ccco1)c1nnc(Cc2ccc(F)cc2)o1
  2	-6	0	0.3	4	8	-5	1	-5
CCc1ccc(N2C(=O)CN(Cc3cc(OC)c(OC)c(OC)c3)C2=S)cc1
  -1	19	3	-0.1	1	6	-1	3	7
CN(C[C@H](Cc1ccccc1)N(C[C@H](Cc1cccc2ccccc12)N(CCc1ccccc1)N=O)N=O)N=O
  5&-1	2	2&2	0.5	6	-7&-14	-2&-7	1&0	7&19
O=C(CCNS(=O)(=O)c1c(Cl)cccc1Cl)OCC(=O)c1ccccc1F
  6	10	5	-2.7	-4	5	-5	2	-8
COC(=O)c1ccc(NC(=O)CN2C(=O)C3C4C=CC(C4)C3C2=O)cc1 (stereo not given)
  -5	-13	3	0.6	8	-11	0	3	6
CN(CC1COc2ccccc2O1)C(=O)CCNS(=O)(=O)c1ccc(F)c(Cl)c1 (stereo not given)
  0	1	7	-1.4	7	-21	0	0	0
CC1(c2ccccc2Cl)NC(=O)N(CC(=O)N2CCN(S(=O)(=O)c3ccccc3)CC2)C1=O (stereo not given)
  -1	3	2	0.0	10	-10	-3	0	4
CCCOc1ccc(N2C(=O)CC(N(CCc3ccc(OC)cc3)C(=O)c3cccc(F)c3)C2=O)cc1 (stereo not given)
  -5	-37	2	4.1	-4	-27	-4	-7	1
CC1CCN(C(=O)Cn2c(=O)c3cccn3c3ccccc32)CC1
  -6	11	5	1.1	11	-2	2	-4	4
Nc1ccc(OCc2ccco2)cc1
  -10	15	2	-0.6	6	-11	12	-1	9
CCC(=O)N(Cc1cc2cc(OC)ccc2[nH]c1=O)c1cc(C)ccc1C
  -1	-30	3	-1.1	9	-4	0	-3	-2
CC1=C(C(=O)N(C(C)C)C(C)C)CC(CC(=O)NCc2ccco2)C(=O)N1Cc1ccc(F)cc1 (stereo not given)
  7	nt	-1	nt	8	-13	-3	-1	6
C/C(=N\Nc1cc(N2CCOCC2)ncn1)c1cccc([N+](=O)[O-])c1
  -16	5	1	-0.9	-5	-17	12	-2	12
O=C(NCc1c(O)ccc2ccccc12)c1ccccc1
  5	11	2	0.2	2	9	-2	1	0
Cn1c(=O)c2c(-c3ccccc3F)c3c(nc2n(C)c1=O)-c1ccccc1C3O (stereo not given)
  3	20	0	3.1	5	7	-5	-2	13
CCOc1nc(NCCc2ccc(OC)c(OC)c2)nc(NC(C)(C)CO)n1
  -2	0	9	0.8	-4	1	-9	5	-13
O=C(NNc1ccccc1[N+](=O)[O-])Nc1cccc(Cl)c1
  19	7	9	-0.4	5	2	-17	5	-4
Cc1cc(=O)oc2c(C)c(OCC(=O)N3CCN(c4ccccc4)CC3)ccc12
  10	-9	4	0.4	6	-11	0	0	-4
Cc1cc(C)nc(SCC(=O)N/N=C/c2ccc3c(c2)OCO3)n1
  -1	7	1	-1.1	0	3	5	-4	0
